APEX1 inh – qHTS Assay for Inhibitors of the Human Apurinic/apyrimidinic Endonuclease 1 (APE1) | DNA repair nuclease/redox regulator APEX1 (Homo sapiens), P27695 | recombinant APE1, TAMRA/BHQ-2 abasic DNA cleavage fluorescence | Potency, µM (highest dose often 65.8 µM), inactives show at the top dose activity change, negative = inhibition, hits mostly inhibitors | actives 0.35% (n = 350,000) | AID 2517, 2012;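 also: plate controls were vehicle for no effect and reference inhibitor for full effect; nearly all actives have a fitted effect of over 55% in size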
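Readout is kinetic fluorescence (ex 525, em 598 nm) from cleavage of 50 nM TAMRA/BHQ-2 THF abasic duplex by 0.75 nM APE1, compound added 15 min beforehand at RT.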
BAZ2B block – qHTS Assay for Inhibitors of BAZ2B. Bromodomain adjacent to zinc finger domain protein 2B (Homo sapiens), Q9UIF8. Potency, µM (series often up to 114 µM), inactives show at the top dose activity change, negative = inhibition, usual class: inhibitors. AlphaScreen BAZ2B-H3K14Ac peptide displacement. actives 4.4% (n = 360,000); also: % is scaled to controls: 0 for no effect and ±100 for the full control effect; nearly all actives have a fitted effect of over 60% in size
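AlphaScreen displacement of biotin-H3(5-23)K14Ac peptide (50 nM final) from BAZ2B (50 nM final) in PBS pH 7.4, 0.01% Tween-20; complex preformed 30 min RT, then compounds (top 110 uM) 30 min RT, beads 20 min dark.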
Pol eta inh – qHTS for Inhibitors of Polymerase Eta. AID 588591, 2011. DNA polymerase eta (Homo sapiens), Q9Y253. actives 1.2% (n = 390,000). Potency, µM (doses to about 114 µM), inactives show at the top dose activity change, negative = inhibition, usual class: inhibitors. recombinant Pol eta, fluorescent DNA replication assay; also: % is scaled to controls: 0 for no effect and ±100 for the full control effect
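Pol eta at 10 nM preincubated with compounds 15 min at room temperature; reaction started with fluorescent substrate (50 nM final) and read kinetically at 0 and 10 min.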
JMJD2A Tudor – qHTS Assay for Inhibitors of JMJD2A-Tudor Domain; AlphaScreen JMJD2A-Tudor / H3K4me3 peptide binding; Potency, µM (highest dose often 114 µM), inactives show at the highest dose activity change, negative = inhibition, actives largely listed as inhibitors; actives 4.4% (n = 390,000); also: % is scaled to controls: 0 for no effect and ±100 for the full control effect; nearly all actives have a fitted effect of over 50% in size
POLI inh – qHTS for Inhibitors of Polymerase Iota | DNA polymerase iota (Homo sapiens), Q9UNA4 | Pol iota fluorescent replication assay, 10 min | Potency, µM (top dose mostly 115 µM), for the others: top-dose activity, negative = inhibition, hits mostly inhibitors | actives 1% (n = 390,000) | AID 588590, 2011
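Pol iota at 10 nM preincubated 15 min with compounds at room temperature; reaction started with fluorescent substrate, 50 nM final. Fluorescence read kinetically at 0 and 10 min; buffer-only wells as negative control.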
G9a block – qHTS Assay for Inhibitors of Histone Lysine Methyltransferase G9a; Histone-lysine N-methyltransferase EHMT2 (Homo sapiens), Q96KQ7; G9a H3K9 monomethylation, AlphaScreen, 2 h; Potency, µM (doses to about 102 µM), for the others: at the top dose activity, negative = inhibition, usual class: inhibitors; actives 8.8% (n = 350,000); also: % is scaled to controls: 0 for no effect and ±100 for the full control effect; nearly all actives have a fitted effect of over 75% in size
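Chemiluminescent proximity detection of H3K9 monomethylation, read after 10 min bead incubation in the dark. Reaction: 20 nM G9a, 500 nM biotin-H3K9 peptide, 20 uM SAM cofactor, 2 h, room temperature, following 15 min enzyme-compound preincubation.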
Pol kappa inh – qHTS for Inhibitors of Polymerase Kappa. AID 588579, 2011. purified Pol kappa, fluorescent DNA synthesis assay, 10 min. Potency, µM (highest dose often 107 µM), inactives show top-dose activity, negative = inhibition, hits mostly inhibitors. DNA polymerase kappa (Homo sapiens), Q9UBT6. actives 0.53% (n = 400,000); also: % is scaled to controls: 0 for no effect and ±100 for the full control effect
Target sequence (Q9UBT6 whole entry, looked up): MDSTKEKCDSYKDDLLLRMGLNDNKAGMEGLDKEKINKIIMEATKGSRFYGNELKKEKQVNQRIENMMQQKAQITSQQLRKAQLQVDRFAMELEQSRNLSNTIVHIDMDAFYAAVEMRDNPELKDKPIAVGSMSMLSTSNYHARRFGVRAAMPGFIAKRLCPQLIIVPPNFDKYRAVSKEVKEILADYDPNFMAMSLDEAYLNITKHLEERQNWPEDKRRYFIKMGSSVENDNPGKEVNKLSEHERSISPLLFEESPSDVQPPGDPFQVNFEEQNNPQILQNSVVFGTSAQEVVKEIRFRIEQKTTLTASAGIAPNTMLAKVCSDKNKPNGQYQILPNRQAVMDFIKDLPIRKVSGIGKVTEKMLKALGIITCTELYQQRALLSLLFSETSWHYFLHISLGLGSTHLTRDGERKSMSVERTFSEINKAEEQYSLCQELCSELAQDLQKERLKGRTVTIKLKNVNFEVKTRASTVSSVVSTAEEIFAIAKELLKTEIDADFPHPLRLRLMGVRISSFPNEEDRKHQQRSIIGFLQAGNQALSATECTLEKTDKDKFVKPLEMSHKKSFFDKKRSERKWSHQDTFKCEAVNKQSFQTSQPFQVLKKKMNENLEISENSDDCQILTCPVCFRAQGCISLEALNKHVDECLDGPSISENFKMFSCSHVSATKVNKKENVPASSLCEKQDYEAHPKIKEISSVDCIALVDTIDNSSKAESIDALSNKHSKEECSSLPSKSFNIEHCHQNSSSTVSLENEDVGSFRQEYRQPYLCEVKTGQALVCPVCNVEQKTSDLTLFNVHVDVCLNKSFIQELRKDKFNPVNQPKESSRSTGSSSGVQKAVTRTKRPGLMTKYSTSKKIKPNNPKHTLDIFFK
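Readout: fluorescence, taken kinetically at 0 and 10 min. Conditions: 10 nM Pol kappa, 15 min RT compound preincubation, 50 nM substrate final. Controls: enzyme-free buffer wells.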
Pol beta inh – qHTS Assay for Inhibitors of DNA Polymerase Beta; Potency, µM (top dose mostly 114 µM), inactives show at the highest dose activity change, negative = inhibition, usual class: inhibitors; Pol beta primer extension/strand displacement, fluorescence kinetic; P06746; actives 1.3% (n = 340,000); also: % is scaled to controls: 0 for no effect and ±100 for the full control effect
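Reaction started by 50 nM substrate onto compound-treated Pol beta (10 nM, 15 min preincubation, room temperature); plates read at 0 min and 10 min. Normalized concentration-effect data fitted by four-parameter Hill equation.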
BLM inh – qHTS Assay for Inhibitors of Bloom's syndrome helicase (BLM); RecQ-like DNA helicase BLM (Homo sapiens), P54132; recombinant BLM DNA unwinding, fluorescence dequenching; Potency, µM (top dose mostly 56.1 µM), for the others: at the top dose activity change, negative = inhibition, usual class: inhibitors; actives 0.2% (n = 350,000);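 also: plate controls were vehicle for no effect and no enzyme for full effect; nearly all actives have a fitted effect of over 35% in size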
The depositor's hits bear a star; ? = inconclusive; . = not tested or not shown; & = joins results of further samples; [ ] = remark or other dose. Calls follow the shape of the dose curve; as a rule, active = well fitted curve in the direction sought with a large enough effect; inconclusive = small, poorly fitted or top-dose-only effect, or another doubt; inactive = no such curve, though single readings can be large; an effect the other way counts as inactive or inconclusive. Potency is read from the fitted curve at half-maximal effect. Some of the compounds tested; count on the stated rates, not on these rows.

structure | APEX1 inh | BAZ2B block | Pol eta inh | JMJD2A Tudor | POLI inh | G9a block | Pol kappa inh | Pol beta inh | BLM inh
Cc1ccc(S(=O)(=O)Nc2ccccc2C(O)c2ccccc2)cc1 (stereo not given) | 1% | -8% | -9% | -14% | 57%[activator] | 4%[0.501 µM] | -7% | 2% | -9%
CCCCc1ccc(NC(=O)NCc2cccnc2)cc1 | -2% | -19% | -9% | 5% | 48%[activator] | 23% | 16% | -1% | 0%
COCCCn1c(C)nnc1SCc1ccc(C(C)(C)C)cc1 | 15% | -14% | -1% | -17% | 75%[activator] | . | 2% | 18% | 0%
CCOC(=O)c1c(N/N=C/c2cccnc2)n[nH]c1C | -9% | -1% | -10% | -4% | 5% | 71µM* | -9% | 79% | -1%
O=C(NCC1CCCO1)c1cccc(Oc2ccc([N+](=O)[O-])cc2)c1 (stereo not given) | 4% | -12% | -23% | -6% | 30% | . | -3% | 48% | 0%
O=[N+]([O-])c1cccc(/C=N/n2c(COc3ccccc3)n[nH]c2=S)c1 | -8% | ? | 10% | 56µM* | 9% | 5%[0.501 µM] | -29% | 13% | -1%
CC(=O)Nc1ccc(C2=CC(=O)C[C@H](c3ccc(Cl)cc3)C2)cc1 | -19% | -12% | -17% | ? | 6% | -5%[2.33 µM] | -12% | . | .
Cc1cc2nc(SCC(=O)N(C)C)c3c(c2cc1C)CCCC3 | 8% | -6% | 0% | -16% | 2% | 24%[59 µM] | -4% | 0% | -6%
COc1cc(OC)c2cc(C(=O)N/N=C/c3ccccc3O)[nH]c2c1 | 15% | -20% | -6% | -26% | ? | -2% | -28% | 0% | -9%
N#CC1(NC(=O)CSc2nnc(C3CC3)n2C2CC2)CCCCC1 | -1% | 6% | -10% | -12% | 4% | -7%[59 µM] | 17% | . | .
CCN(CC)S(=O)(=O)c1cccc(NC(=O)COC(=O)c2n[nH]c(=O)c3ccccc23)c1 | 1% | . | -22% | -15% | 142%[activator] | -41% | -17% | 24% | -5%
FC(F)(F)c1cc(-c2cccs2)nc(-n2cc(Br)cn2)n1 | -2% | 1% | -10% | -15% | 6% | 24%[59 µM] | 7% | 0% | -3%
COc1ccccc1NC(C)C(=O)Nc1ccc(C(C)=O)cc1 (stereo not given) | 10% | -38% | -10% | -24% | 22% | -27%[59 µM] | -5% | -1% | 7%
Cc1ccc(NS(=O)(=O)c2cccs2)c(C)c1 | 21% | 1% | -6% | 10% | 69%[activator] | 12% | -8% | -1% | -2%
CC1(C)Cc2c(sc3nnn(CC(=O)Nc4ccccc4)c(=O)c23)CO1 | -1% | -2% | -17% | -6% | 128%[activator] | . | -3% | -1% | -5%
CSc1nc2nccc(-c3ccc(Oc4ccccc4)cc3)n2n1 | 6% | 11% | -9% | -8% | -1% | -5%[59 µM] | -13% | 3% | -8%
CC(NC1CCCCC1)C(=O)NN=C(c1ccccc1)c1ccccc1 (stereo not given) | -4% | -10% | -4% | -23% | 137%[activator] | 2% | -8% | 20% | -3%
CC(C)N(Cc1ccccc1)C(=O)COC(=O)C1CCN(S(=O)(=O)c2ccc3c(c2)OCCO3)CC1 | 29% | 4% | -13% | -20% | -4% | ? | 5% | . | .
C=CCOC(=O)C1=C(C)NC(SC)=C(C#N)C1c1ccc(OCC)cc1 (stereo not given) | -5% | 11% | ? | 12%&10% | -8%&-10% | -21% | -13%&-18% | -4% | -15%
Cc1ccccc1CN1C(=O)c2ccccc2S1(=O)=O | 31% | 38% | -1% | 29% | -28% | 64% | 0% | -9% | -6%
CC1CCCCN1C(=O)C1CCCN(S(=O)(=O)c2cccc3nsnc23)C1 (stereo not given) | 48%[activator] | -5% | -20% | -12% | -17% | 22% | 5% | 3% | -1%
CCN(CC)C(=O)c1sc(NC(=O)Cc2cccs2)c(C#N)c1C | 0% | 18% | -7% | 7% | 22% | -1% | -6% | 9% | 3%
COc1ccc(-n2nnc3c(=O)n(Cc4cc(C)ccc4C)cnc32)cc1 | -5% | -26% | -1% | -5% | -2% | -5%[59 µM] | -7% | -2% | 7%
CCN(CC)C(=O)Cn1cc(S(=O)(=O)CC(=O)Nc2ccc(F)cc2)c2ccccc21 | . | . | -19% | -1% | 18% | . | -18% | . | .
CSc1ccc(/C=N/NC(=O)COc2ccc(Br)cc2Cl)cc1 | 6% | 36%[activator] | -12% | -7% | -2% | 18% | -7% | 7%[57.1 µM] | 7%
COC(=O)C(Cc1ccc(O)cc1)NC(=O)c1ccc2c(c1)OCCO2 (stereo not given) | -15% | 2% | -5% | -11% | 45%[activator] | -1% | -6% | 49% | -1%
O=C(O)/C=C/C(=O)N(Cc1ccccc1)Cc1ccco1 | -2% | -8% | -7% | 2% | 146%[activator] | 5% | -3% | 0% | 1%
Cc1ccc(C(=O)NCC(=O)OCC(=O)c2ccc3c(c2)NC(=O)CO3)cc1 | 10% | -4% | -4% | -14% | 32%[activator] | ? | -6% | 32% | -1%
O=C1NC2(CCCCCC2)C(=O)N1Cc1ccc(F)cc1Cl | -3% | 12% | -18% | -5% | ? | -6% | -18% | 52% | 0%
COc1cc(OC)c(NC(=O)c2sc3nc4n(c(=O)c3c2C)CCCC4)cc1Cl | . | -27% | -15% | -12% | 20% | ? | 1% | 1% | -2%
COC(=O)c1ccc(C(=O)OC)c(NC(=O)CN2CCC(C)CC2)c1 | -11% | 3% | 2% | 2% | 113%[activator] | 6% | -10% | 92% | -2%
O=c1[nH]c2ccccc2n1CCC1CCCCC1 | -5% | -35% | -13% | -13% | 21% | ? | -9% | 1% | -13%
O=C(CSc1ccccn1)Nc1nc2ccc(Br)cc2s1 | -4% | 9% | 3% | -7% | 12% | 12% | -6% | 11% | 1%
O=C(O)CN1C(=O)/C(=C\c2ccccc2OCc2ccc(Cl)cc2Cl)SC1=S | 31% | ? | 45µM* | 56µM* | ? | 32µM* | -32% | 20µM* | -22%
CC1CC1C(=O)N(C)CC(=O)Nc1ccc(Cl)c(C(F)(F)F)c1 (stereo not given) | -9% | -4% | -10% | -1% | 48%[activator] | 13%[2.33 µM] | -10% | . | .
Cn1nccc1C(=O)OCC(=O)Nc1ccccc1Cl | 5% | -2% | -2% | 4% | -11% | -1% | -5% | 23% | -1%
C=CCc1ccc(OCCCN2CCCC(C)C2)c(OC)c1 (stereo not given) | 13% | 79µM* | -20% | 3.5µM* | 27% | 7.1µM* | -6% | 9% | 3%
CSc1ncc(Cl)c(C(=O)NCc2cccnc2)n1 | 1% | 10% | -8% | -8% | 132%[activator] | 17% | -7% | 39% | 0%
CCOc1ccc(NC(=O)Nc2nnc(CC(=O)NCc3ccccc3)s2)cc1 | 6% | -32% | 11% | -3% | -9% | 0% | -13% | -8% | 4%
Cc1c(NS(=O)(=O)c2cc(C(=O)Nc3ccc(F)cc3Cl)ccc2Cl)c(=O)n(-c2ccccc2)n1C | . | . | -5% | -4% | 17% | . | -6% | . | .
Cc1nc(SCC(=O)Nc2cc(S(=O)(=O)N3CCOCC3)ccc2Cl)nc(C)c1C | 16% | 11% | -10% | -13% | -4% | ? | -12% | . | .
Cc1cc(NC(=O)N2CCC(CN3CCOCC3)CC2)ccc1Br | . | -2% | -10% | -15% | 12% | -4%[59 µM] | -17% | 23% | 2%
CCOc1ccccc1CN1CCN(C2CCOCC2)CC1CCO (stereo not given) | 0% | -17% | -16% | -12% | 31%[activator] | 0% | -2% | -20% | -5%
CC1=NN(C(=O)c2c(Br)cnn2C)C(O)(C(F)(F)F)C1 (stereo not given) | -4% | 23% | -17% | -23%[11.4 µM] | 22% | . | 2% | 30% | -8%
CCN(CC)C(=O)CSc1nc(-c2ccccc2)cc(=O)[nH]1 | 15% | 3% | -26% | -6% | 130%[activator] | 17% | 0% | 5% | 0%
O=C(O)CCC(NC(=O)c1ccc(Cl)cc1)C(=O)O (stereo not given) | -8% | -18% | -19% | 13% | 5% | -6% | -4% | -4% | -3%
CN(C)S(=O)(=O)c1ccc(C(=O)NNC(=O)c2ccccc2-n2cccc2)cc1 | 8% | 0% | 3% | -23% | 10% | 21%[12.7 µM] | -8% | . | .
CSC1=N/C(=C\c2cccc(Cl)c2)C(=O)N1N(C)C | 5% | -21% | -24% | -12% | 20% | ? | -4% | -5% | -6%
CC(Sc1nc(N2CCOCC2)c2c(c1C#N)CC(C)(C)OC2)C(=O)Nc1ccccc1 (stereo not given) | 14% | -5% | -8% | -19% | 2% | 5.6µM* | -9% | 23% | -1%
C=CCN(C(=O)CNC(=O)c1ccco1)C(C(=O)NC1CCCCC1)c1cccnc1 (stereo not given) | -7% | 7% | -17% | -13% | 143%[activator] | 5% | 1% | 40% | -1%
COc1ccc(Cl)cc1-c1csc(N)n1 | -5% | -13% | -22% | -23% | 40%[activator] | -7%[0.501 µM] | -2% | -10% | -1%
COc1cccc(OC)c1C(=O)NCC12CC3CC(C1)CC(CNC(=O)c1c(OC)cccc1OC)(C3)C2 | -1% | 8% | -9% | -8% | 37%[activator] | -1% | 9% | 3% | -2%

Fetched by structure from the list above (four):
structure | APEX1 inh | BAZ2B block | Pol eta inh | JMJD2A Tudor | POLI inh | G9a block | Pol kappa inh | Pol beta inh | BLM inh
CC(C)N(Cc1ccccc1)C(=O)COC(=O)C1CCN(S(=O)(=O)c2ccc3c(c2)OCCO3)CC1 | 29% | 4% | -13% | -20% | -4% | ? | 5% | . | .
Cc1ccc(S(=O)(=O)Nc2ccccc2C(O)c2ccccc2)cc1 (stereo not given) | 1% | -8% | -9% | -14% | 57%[activator] | 4%[0.501 µM] | -7% | 2% | -9%
O=[N+]([O-])c1cccc(/C=N/n2c(COc3ccccc3)n[nH]c2=S)c1 | -8% | ? | 10% | 56µM* | 9% | 5%[0.501 µM] | -29% | 13% | -1%
CCN(CC)C(=O)Cn1cc(S(=O)(=O)CC(=O)Nc2ccc(F)cc2)c2ccccc21 | . | . | -19% | -1% | 18% | . | -18% | . | .
